Compound activity from PubChem BioAssay.
A350 fluor: compound fluoresces in the Alexa 350 spectral region. Compound autofluorescence, 340/450 nm, Alexa 350 dye-equivalents; active compounds read high. max dye-equivalent concentration, M. 59,000 tested, 11% active. AID 590; in the data active = max dye-equivalent concentration above about 10 nM; inconclusive = mostly about 1.1 nM to 9.6 nM
4-MU autofl: 4-MU region autofluorescence; 59,000 tested, 11% active; compound autofluorescence, 340/450 nm, 4-MU equivalents; active compounds read high; max dye-equivalent concentration, M; in the data active = max dye-equivalent concentration above about 10 nM; inconclusive = mostly about 1.1 nM to 9.6 nM
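Compounds in 100 mM Tris, pH 8.0, incubated 15 min at room temperature, then fluorescence read at 340 nm excitation/450 nm emission. Signal converted to 4-MU dye-equivalent concentration using an on-plate six-point 4-MU standard curve.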
USP2a inh: USP2a (human) protease inhibition; O75604; USP2a enzymatic assay, qHTS inhibition; Potency, µM (highest dose often 38.3 µM), without a hit: at the highest dose activity change, negative = inhibition, usual class: inhibitors; 60,000 tested, 0.1% active; AID 927;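 also: potency is read from the fitted curve at half-maximal effect; nearly all actives have a fitted effect of over 60% in size; plate controls were DMSO for no effect and NEM full inhibition control for full effect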
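USP2 core (20nM final) preincubated 30 min RT with compound, then Ub-PLA2 20nM and NBD C6-HPC 20uM final added; buffer 20mM Tris-HCl pH 8.0, 2mM CaCl2. Fluorescence Ex 460/Em 535 read at 0 and 2.5 h; normalized to NEM.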
Fluorescein fluor: compound autofluorescence in fluorescein spectral region. Compound autofluorescence, 480/540 nm, fluorescein-equivalent; active compounds read high. max fluorescein-equivalent concentration, M. 59,000 tested, 0.91% active. AID 593; in the data active = max fluorescein-equivalent concentration above about 10 nM; inconclusive = between about 1.1 nM and that limit
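Compounds (23 nL) in 100 mM Tris pH 8.0, 15 min at room temperature, then fluorescence read at 480 nm excitation/540 nm emission. Signal converted to fluorescein-equivalent concentration from an on-plate fluorescein standard curve.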
TexasRed autofl: Texas Red region autofluorescence; Compound fluorescence, Texas Red channel, 547/618 nm; active compounds read high; max dye-equivalent concentration, M; 59,000 tested, 0.06% active; AID 587; in the data active = max dye-equivalent concentration above about 10 nM; inconclusive = between about 1.1 nM and that limit
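Texas Red-region profiling: compounds in 100 mM Tris pH 8.0 were read at 547/618 nm after 15 min at room temperature. Intensities were normalized against a six-point Texas Red standard series to give dye-equivalent concentration.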
Rhodamine autofl: rhodamine region autofluorescence; max dye-equivalent concentration, M; 59,000 tested, 0.05% active; AID 594; Rhodamine-region fluorescence, 547/598 nm, Tris buffer; active compounds read high; in the data active = max dye-equivalent concentration above about 11 nM; inconclusive = between about 1.1 nM and that limit
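Intrinsic compound fluorescence, ex 547 / em 598 nm, CCD imager. Tris 100 mM pH 8.0; 15 min RT. Output = rhodamine dye-equivalent concentration at each compound concentration.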
BRCT PPI green: blocks human BRCA1 BRCT binding to phosphopeptide, green readout; P38398; BRCA1 BRCT-phosphopeptide binding, green fluorescence polarization; Potency, µM (series often up to 76.9 µM), for inactives: at the top dose activity change, negative = inhibition, actives largely listed as inhibitors; 75,000 tested, 0.05% active;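 also: potency is read from the fitted curve at half-maximal effect; plate controls were peptide without protein for full effect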
Target sequence (P38398 whole entry, looked up): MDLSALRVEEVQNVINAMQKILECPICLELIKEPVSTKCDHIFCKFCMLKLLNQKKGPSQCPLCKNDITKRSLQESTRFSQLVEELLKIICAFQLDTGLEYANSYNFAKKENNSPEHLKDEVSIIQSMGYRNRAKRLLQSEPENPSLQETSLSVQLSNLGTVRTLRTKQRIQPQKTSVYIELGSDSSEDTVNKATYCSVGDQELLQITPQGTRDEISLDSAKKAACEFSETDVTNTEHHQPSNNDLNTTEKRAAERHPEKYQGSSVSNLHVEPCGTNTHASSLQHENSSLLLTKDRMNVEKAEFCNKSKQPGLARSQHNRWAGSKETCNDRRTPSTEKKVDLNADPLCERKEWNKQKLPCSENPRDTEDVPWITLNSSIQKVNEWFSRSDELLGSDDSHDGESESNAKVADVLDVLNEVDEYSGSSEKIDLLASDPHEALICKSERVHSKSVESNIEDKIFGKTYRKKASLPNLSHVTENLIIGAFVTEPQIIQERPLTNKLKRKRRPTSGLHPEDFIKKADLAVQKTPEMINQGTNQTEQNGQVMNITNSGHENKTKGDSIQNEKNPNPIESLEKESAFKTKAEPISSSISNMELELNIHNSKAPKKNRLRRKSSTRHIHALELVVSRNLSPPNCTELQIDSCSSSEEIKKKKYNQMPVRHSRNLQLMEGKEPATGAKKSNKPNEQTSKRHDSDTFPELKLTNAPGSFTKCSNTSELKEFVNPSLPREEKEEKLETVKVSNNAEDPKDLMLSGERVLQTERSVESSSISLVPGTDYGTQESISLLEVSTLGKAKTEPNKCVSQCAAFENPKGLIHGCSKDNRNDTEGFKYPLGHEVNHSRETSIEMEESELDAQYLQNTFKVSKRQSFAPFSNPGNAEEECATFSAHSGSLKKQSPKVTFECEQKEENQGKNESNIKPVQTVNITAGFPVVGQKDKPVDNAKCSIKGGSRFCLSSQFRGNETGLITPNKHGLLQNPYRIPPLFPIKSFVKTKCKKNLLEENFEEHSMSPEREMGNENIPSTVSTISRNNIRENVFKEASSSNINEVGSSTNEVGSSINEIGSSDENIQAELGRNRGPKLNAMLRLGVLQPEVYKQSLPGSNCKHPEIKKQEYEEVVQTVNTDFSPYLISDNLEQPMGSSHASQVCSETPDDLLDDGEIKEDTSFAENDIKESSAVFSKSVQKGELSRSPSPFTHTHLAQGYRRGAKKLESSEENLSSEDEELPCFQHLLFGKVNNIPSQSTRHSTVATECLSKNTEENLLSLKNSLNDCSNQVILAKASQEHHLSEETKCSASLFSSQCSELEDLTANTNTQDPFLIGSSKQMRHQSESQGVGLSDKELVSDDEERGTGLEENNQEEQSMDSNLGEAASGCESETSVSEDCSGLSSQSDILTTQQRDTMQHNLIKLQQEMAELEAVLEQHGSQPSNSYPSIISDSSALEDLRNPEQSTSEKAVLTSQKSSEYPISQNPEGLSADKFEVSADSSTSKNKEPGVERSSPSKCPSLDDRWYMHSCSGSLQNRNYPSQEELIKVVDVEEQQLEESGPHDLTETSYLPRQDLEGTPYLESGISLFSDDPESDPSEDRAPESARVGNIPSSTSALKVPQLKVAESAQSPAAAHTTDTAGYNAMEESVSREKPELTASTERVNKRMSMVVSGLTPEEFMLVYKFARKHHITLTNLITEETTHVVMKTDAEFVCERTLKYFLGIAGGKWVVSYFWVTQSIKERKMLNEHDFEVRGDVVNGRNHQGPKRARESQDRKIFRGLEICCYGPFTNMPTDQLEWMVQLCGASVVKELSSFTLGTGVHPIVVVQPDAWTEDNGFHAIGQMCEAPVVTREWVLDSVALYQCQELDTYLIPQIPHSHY
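Compounds were incubated for 12 min at room temperature with a complex of 100 nM fluorescein-tagged pBACH1 decapeptide and 250 nM His-tagged BRCT protein. Buffer was phosphate pH 7.3 with EDTA, DTT and Tween 20. Disruption of binding lowers the polarization signal.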
BRCT PPI red: disrupts BRCA1 BRCT binding to phosphoprotein, red fluorophore readout. P38398. BRCT-phosphopeptide binding, red fluorescence polarization. Potency, µM (titrated, usually from 76.9 µM), for the others: at the highest dose activity change, negative = inhibition, usual class: inhibitors. 75,000 tested, 0.03% active. AID 892; also: % is scaled to controls: 0 for no effect and ±100 for the full control effect
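Rhodamine-labelled pBACH1 10-mer (100 nM) bound to BRCT domain (100 nM) at pH 7.3; compounds incubated 12 min room temperature, polarization read. Free peptide defines full inhibition; unlabelled decapeptide titrated as control.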
Casp1 inh: blocks human caspase-1 allosterically or competitively; 75,000 tested, 0.03% active; Caspase-1 enzyme, Ac-WEHD-AFC fluorogenic rate; AID 900; Potency, µM (highest dose often 57.5 µM), for the others: at the top dose activity change, negative = inhibition, most hits filed as inhibitors; P29466;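 also: potency is read from the fitted curve at half-maximal effect; plate controls were vehicle for no effect and no substrate for full effect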
HEK293 cAMP cs: raises cAMP in parental HEK293 cells, TSHR agonist counter-screen; parental HEK293 CNG cAMP sensor, membrane potential fluorescence; Potency, µM (highest dose often 57.1 µM), inactives show top-dose activation, actives largely listed as activators; 73,000 tested, 2.5% active; also: potency is read from the fitted curve at half-maximal effect; % of control where 0% means no effect; nearly all actives have a fitted effect of over 55% in size
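Counterscreen for endogenous-receptor signalling: CNG-channel HEK 293 cells report cAMP rise by membrane depolarization. After 60 min dye equilibration with 100 uM RO 20-1724, compounds incubated 30 min before bottom-read fluorescence at 590 nm.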
Casp7 inh: allosteric or competitive inhibitors of human caspase-7; P55210; recombinant caspase-7, Ac-DEVD-AFC fluorescence rate; Potency, µM (top dose mostly 57.5 µM), inactives show at the top dose activity change, negative = inhibition, usual class: inhibitors; 75,000 tested, 0.02% active; active = well fitted inhibition curve with a large enough effect in the main read-out, with a control signal flat, not every such curve was filed as active; inconclusive = small, poorly fitted or top-dose-only effect, or a change in a side signal; also: potency is read from the fitted curve at half-maximal effect; % of control where 0% means no effect
An asterisk follows results filed as active; i = inactive; ? = inconclusive; . = no result given; [ ] = dose if it differs, or a comment. Unless noted, calls follow the shape of the dose curve; as a rule, active = well fitted curve in the direction sought with a large enough effect; inconclusive = small, poorly fitted or top-dose-only effect, or another doubt; inactive = no such curve, though single readings can be large; an effect the other way counts as inactive or inconclusive. This is a subset; rates above refer to the full screens.

SMILES	A350 fluor	4-MU autofl	USP2a inh	Fluorescein fluor	TexasRed autofl	Rhodamine autofl	BRCT PPI green	BRCT PPI red	Casp1 inh	HEK293 cAMP cs	Casp7 inh
COc1ccccc1C1CC(=O)NC(C)=C1C(=O)OCC(C)C (stereo unspecified)	i	i	3.7%	?	i	i	-1.6%	0.2%	-0.7%	22.3%	0.7%
c1ccc(-c2ccc(-c3nc(-c4cccnc4)no3)cc2)cc1	.	.	.	.	.	.	-0.5%	0.6%	2.9%	11.3%	-0.8%
COc1ccc(NC(=O)CN2CCC3(O)CCCCC3C2c2ccccc2OC)cc1 (stereo unspecified)	i	i	26.1%	i	i	i	1.9%	-0.4%	-2.2%	7.6%	-0.3%
CC(=O)N(Cc1ccccc1)c1ccc(C(=O)O)cc1	i	i	.	i	i	i	.	.	.	.	.
CCCc1nc(N2CCCC2)c(C#N)c2c1CCCC2	1.19e-07M*	1.1e-07M*	.	i	i	i	.	.	.	.	.
CC(=O)c1cccc(NC(=O)N2CCC(c3nnc(SCC(N)=O)n3C)CC2)c1	i	i	.	i	i	i	1.4%	-0.7%	3.9%	-0.3%	2.4%
CN1CCN(CCCNC(=O)c2cc3c(=O)n(C)c4ccccc4c3s2)CC1	.	.	.	.	.	.	3.8%	-1.8%	-1.2%	4.3%	-0.7%
CCc1ccccc1OCC(=O)NC1CCCC1	i	i	12.0%	?	?	i	-0.2%	0.8%	-1.9%	?	0.1%
Clc1ccccc1COc1ccccc1-c1nnco1	i	i	3.0%	?	?	i	0.1%	-2.0%	0.0%	?	-1.2%
O=C(c1cccc(S(=O)(=O)N2CCCCC2)c1)N1CCOCC1	i	i	-0.7%	i	i	i	-0.6%	-1.1%	-1.8%	-6.4%	-2.6%
O=C(NCc1ccco1)c1c(O)c2cccc3c2n(c1=O)CCC3	i	i	2.2%	i	i	i	-1.0%	-1.6%	-2.0%	?	2.2%
CCC1CCCCN1Cc1nc2c(c(=O)n(C)c(=O)n2C)n1Cc1cccc2ccccc12 (stereo unspecified)	.	.	.	.	.	.	-1.0%	-3.3%	3.0%	1.3%	2.4%
CCOc1ccc2nc(NC(=O)C3CCCN(S(=O)(=O)c4cccs4)C3)sc2c1 (stereo unspecified)	?	?	28.3%	i	?	i	-1.7%	-1.1%	-1.1%	1.6%	-3.1%
Cc1ccc(NC2c3ncccc3C(=O)N2Cc2ccc(F)cc2)cc1 (stereo unspecified)	i	i	-1.5%	?	?	i	-0.1%	0.1%	4.6%	5.9%	-2.4%
CCOC(=O)C1=C(C)Nc2nc(C)nn2C1c1ccc(OC)c(OC)c1 (stereo unspecified)	.	.	.	.	.	.	-1.1%	0.2%	-1.2%	1.58µM*	-1.2%
Cc1cc(Nc2cccc(Cl)c2)n2ncnc2n1	.	.	.	.	.	.	-1.8%	-0.3%	1.7%	-11.0%	0.6%
COc1ccc(C2(C(=O)NCCCN3CCOCC3)CCOCC2)cc1	i	i	-1.5%	i	i	i	-0.6%	0.6%	0.1%	11.4%	-0.8%
NC(=O)c1cccc(S(=O)(=O)N2CCCCC2)c1	.	.	-4.0%	.	.	.	-2.2%	-0.9%	-0.4%	-0.2%	-0.2%
Cc1c(C(=O)NC(C)C)oc2c1-c1[nH]ncc1CC2	?	?	4.3%	i	?	i	0.3%	-0.3%	5.0%	7.9%	-1.8%
CCn1c(=O)cc(OCC(=O)Nc2ccccc2C#N)c2ccccc21	.	.	.	.	.	.	1.5%	-0.4%	-0.8%	-1.2%	-0.1%
Cc1cccnc1NC(=O)CCCN1C(=O)c2ccccc2C1=O	i	i	-14.1%	?	i	i	-1.3%	0.0%	0.7%	-19.0%	-0.9%
CCCn1c(SCc2cc(=O)oc3ccc4ccccc4c23)n[nH]c1=O	3.97e-07M*	3.57e-07M*	33.2%[activator]	i	i	i	-2.7%	0.9%	-12.7%	?	-8.1%
CCCCCc1c(C)nc(NCc2ccccc2)[nH]c1=O	?	i	0.5%	?	i	i	-0.2%	-1.8%	0.5%	4.5%	-4.5%
Cc1ccccc1C(=O)Nc1cccc(N)c1	i	i	2.5%	?	i	i	-0.4%	1.4%	1.4%	3.4%	-1.2%
COc1cnn(-c2ccccc2)c(=O)c1N(C)C	i	i	-3.5%	i	?	i	-1.2%	0.0%	0.5%	1.5%	-1.4%
O=C(Cn1nc(Cc2cccnc2)c2ccccc2c1=O)NCC1CCCO1 (stereo unspecified)	.	.	.	.	.	.	-1.2%	-1.3%	0.0%	6.9%	-0.2%
O=C(Cc1cccs1)NCc1cn2ccccc2n1	.	.	.	.	.	.	-0.9%	1.1%	-1.3%	-1.1%	-2.7%
CC(C)COc1ccc(C(=O)NCc2ccco2)cc1	i	i	45.7%[activator]	?	i	i	2.3%	-0.5%	-2.7%	4.6%	-1.4%
Cc1ccc(C)c(C(=O)CSc2nnnn2-c2cccnc2)c1	i	i	6.9%	?	?	i	-1.6%	0.9%	0.6%	22.4%	-2.3%
COCCNc1nc(C)nc2c1nc(-c1ccccc1)n2CCCN1CCCCC1C (stereo unspecified)	.	.	.	.	.	.	-1.3%	0.8%	0.3%	24.5%	0.4%
COc1ccc(C(=O)N[C@H]2COC(C)(C)O[C@H]2c2ccccc2)cc1	i	i	7.5%	i	?	i	1.0%	-0.5%	2.9%	-1.8%	-1.1%
O=C(Nc1cccc(F)c1)N1CC[C@@]2(CCCN(C(=O)c3csnn3)C2)C1	i	i	8.2%	?	i	i	-2.1%	-0.5%	-2.5%	13.4%	0.1%
Cc1ccnc2nc(C(=O)OCCOc3ccccc3)nn12	i	i	-5.0%	i	i	i	-2.5%	-1.9%	-0.1%	2.0%	0.8%
CCN(CC)S(=O)(=O)c1ccc(S(=O)(=O)N(Cc2ccccn2)Cc2ccco2)cc1	i	i	-8.4%	i	i	i	-2.0%	0.2%	-1.7%	3.6%	1.0%
N#Cc1nc(-c2cccs2)oc1NCCc1ccccc1	4.79e-07M*	4.14e-07M*	.	?	i	i	.	.	.	.	.
CN(C)c1ccc(C2=NOC(CN3C(=O)c4ccccc4S3(=O)=O)C2)cc1 (stereo unspecified)	?	i	29.8%	?	i	i	-2.1%	-0.9%	-0.5%	-6.4%	-7.1%
COc1ccc(C2N3CC4(C)CN2CC(C)(C3)C4=O)cc1OC (stereo unspecified)	.	.	.	.	.	.	-1.3%	0.8%	0.7%	4.4%	0.4%
CCOC(=O)c1sc(C)c2c1NC(C)(c1cccs1)NC2=O (stereo unspecified)	5.32e-08M*	4.54e-08M*	-6.0%	?	i	i	-1.9%	-0.6%	-1.7%	3.4%	-3.4%
CC(C)CCNC(=O)C1CCN(C(=O)N(C)C)CC1	i	i	-7.7%	?	i	i	-2.2%	0.4%	-1.3%	0.9%	1.2%
Cc1cc(=O)oc(C)c1C(=O)NCCC1=CCCCC1	?	?	.	i	i	i	.	.	.	.	.
CCN(CCC(=O)Nc1cc(OC)cc(OC)c1)Cc1ccccc1	.	.	9.2%	.	.	.	-0.3%	-0.4%	-4.2%	6.8%	-0.5%
COc1ccc(S(=O)(=O)N2CCN(c3ccc(C)cc3C)CC2)cc1OC	.	.	.	.	.	.	0.3%	-1.2%	-3.2%	20.5%	-2.0%
CCCNS(=O)(=O)c1ccc(OCC(=O)NCCCOC)cc1	i	i	-1.9%	i	?	i	0.2%	0.3%	-0.3%	-1.3%	1.6%
CC1=C(C#N)C(c2ccc3ncccc3c2)C(C#N)=C(C)N1	i	i	3.0%	i	i	i	-3.3%	-0.8%	2.2%	2.2%	0.3%
Cc1cc(-c2nnc(SCC(=O)NC3CCCC3)o2)no1	i	i	-1.5%	i	i	i	0.1%	1.0%	1.4%	26.0%	-0.5%
COC(=O)[C@H](C)NC(=O)Nc1ccc(OC(F)(F)F)cc1	i	i	2.6%	i	i	i	-1.5%	1.0%	0.2%	-5.7%	-0.4%
CCc1ccc(NC(=O)N(C2CCC(C)CC2)C2CCN(C(C)=O)CC2)cc1 (stereo unspecified)	i	i	6.2%	i	i	i	-0.1%	0.5%	-1.7%	-4.0%	-1.7%
CC1CCN(CC[C@H]2CCCN2S(=O)(=O)c2cccc(O)c2)CC1	.	.	.	.	.	.	-2.5%	-0.8%	-2.2%	28.9%	-1.1%
O=C(CSc1nc(-c2ccccc2)nc2c1CCCC2)N1CCOCC1	i	i	12.2%	i	i	i	1.0%	0.6%	-1.9%	23.0%	0.8%
COc1ccc(OCC(=O)Nc2ccc(N3CCOCC3)cc2)cc1	.	.	8.7%	.	.	.	-1.4%	0.5%	-2.5%	2.9%	0.3%
COc1ccc2c(c1OC)OCC(c1ccc(OC)c(OC)c1OC)C2 (stereo unspecified)	.	.	5.6%	.	.	.	1.6%	-1.1%	-0.5%	.	1.5%
Cc1nc2sc(C(=O)O)c(N)c2c2c1COC(C)(C)C2	?	?	6.8%	?	?	i	0.4%	-1.7%	-3.9%	2.3%	-4.2%
Cc1cc(Cl)c(S(=O)(=O)NCc2cccnc2)cc1OCC(N)=O	?	i	-0.3%	i	?	i	0.4%	-0.1%	-2.1%	-1.1%	0.5%
